# NALP1 inh: blocks the NALP1 inflammasome reconstituted in yeast. S. cerevisiae NALP1/ASC/caspase-1 growth, X-gal OD620, 72 h. inhibition, % at 10 µM. hit rate 0.61% among 280,000. AID 2071; in the data active = inhibition mostly above about 24%, no sharp cut-off; inactive = mostly below about 32%; also: some compounds called inactive have numbers as strong as hits
# GPR7 antag: antagonists of human GPR7 (neuropeptides B/W receptor 1); P48145; AID 1861; hit rate 1.1% among 290,000; inhibition, % at 4.4 µM; GPR7-expressing cells, fluorescence antagonist assay; in the data active = inhibition above about 16%, passing the limit was not always enough;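 also: cells stimulated with the agonist NPW; 0% = agonist with vehicle and 100% = vehicle without agonist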
# OXTR agonist: activates the human oxytocin receptor. P30559. CHO-OTR cells, Fluo-8 calcium fluorescence; normalized: DMSO 0%, oxytocin 100%. activation, % at 3 µM. hit rate 0.32% among 320,000;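 active = activation above the mean of all tested compounds plus 3 SD, cutoff set per screening run, cut at about 20% in these data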;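 also: peak over basal fluorescence ratio from a 100 s FLIPR kinetic read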
# MEKK2mut PB1 HTS: signal of MEK5 binding to mutant human MEKK2 PB1 domain; bead flow cytometry, Alexa488-MEK5 binding to MEKK2 mutant; percent response, % at 10 µM; hit rate 0.35% among 290,000; AID 1530; in the data active = percent response above about 24%, passing the limit was not always enough; also: inactives centre near 1; some results filed as inactive read as strong as hits; reference of the scale not given here
# FID counter: counter-screen for HCV NS3 helicase inhibitors: DNA intercalator displacement | hit rate 0.17% among 290,000 | inhibition, % at 7.9 µM | DNA fluorescent intercalator displacement, fluorescence | AID 1845; in the data active = inhibition above about 37%;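 also: 0% = vehicle and 100% = reference compound; higher means more ethidium bromide displaced from hairpin DNA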
# MEKK3 PB1 HTS: MEKK3-MEK5 PB1 interaction, increase or decrease. bead-based flow cytometry, Alexa488-MEK5 binding to MEKK3; actives lie on both sides; 0 = blocked by unlabeled MEK5, 100 = vehicle. binding response (% of control), % at 10 µM. hit rate 1.4% among 290,000. AID 1529;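 active = binding response more than 3 SD above or below the average of its plate-row segment, actives on both sides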;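 also: Alexa488 bead fluorescence after subtracting the streptavidin-only scavenger bead signal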
# Target sequence (Q99759 whole entry, looked up): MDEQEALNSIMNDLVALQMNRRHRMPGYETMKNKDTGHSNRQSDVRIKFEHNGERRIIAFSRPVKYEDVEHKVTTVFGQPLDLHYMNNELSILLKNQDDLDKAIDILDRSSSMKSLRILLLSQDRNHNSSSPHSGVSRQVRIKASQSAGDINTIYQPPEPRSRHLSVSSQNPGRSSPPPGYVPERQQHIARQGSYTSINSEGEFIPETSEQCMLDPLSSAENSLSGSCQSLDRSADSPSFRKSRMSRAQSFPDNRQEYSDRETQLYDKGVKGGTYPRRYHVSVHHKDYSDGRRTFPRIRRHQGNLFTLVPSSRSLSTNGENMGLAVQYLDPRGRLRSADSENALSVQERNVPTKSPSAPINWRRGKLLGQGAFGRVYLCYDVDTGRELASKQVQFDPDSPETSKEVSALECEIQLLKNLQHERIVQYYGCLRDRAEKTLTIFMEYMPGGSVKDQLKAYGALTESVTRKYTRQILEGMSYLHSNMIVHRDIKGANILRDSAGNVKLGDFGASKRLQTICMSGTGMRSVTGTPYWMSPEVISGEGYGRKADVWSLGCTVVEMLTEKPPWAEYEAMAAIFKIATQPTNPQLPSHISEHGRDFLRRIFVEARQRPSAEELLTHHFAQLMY
# PfM18AAP inh: blocks P. falciparum M18 aspartyl aminopeptidase | inhibition, % at 7.35 µM | hit rate 1.2% among 290,000 | AID 1822 | recombinant PfM18AAP, H-Glu-NHMec fluorogenic cleavage;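 active = inhibition above the campaign mean inhibition over all tested compounds plus 3 SD, cut at about 28% in these data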;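 also: 0% = plate median of test compound wells and 100% = 2 mM ZnCl2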
# MEKK2wt PB1 HTS: raises or lowers MEK5 binding to wildtype human MEKK2 PB1 domain; bead flow cytometry, Alexa488-MEK5 binding to MEKK2 WT; actives lie on both sides; binding response (% of control), % at 10 µM; hit rate 1.1% among 290,000; in the data active = binding response below about 67% or above about 130%
# PHOSPHO1 inh: PHOSPHO1 (human) inhibition. Q8TCT1. recombinant PHOSPHO1, absorbance phosphatase assay. inhibition, % at 13.3 µM. hit rate 1.1% among 290,000. AID 1565; in the data active = inhibition above about 60%
# Target sequence (Q8TCT1 whole entry, looked up): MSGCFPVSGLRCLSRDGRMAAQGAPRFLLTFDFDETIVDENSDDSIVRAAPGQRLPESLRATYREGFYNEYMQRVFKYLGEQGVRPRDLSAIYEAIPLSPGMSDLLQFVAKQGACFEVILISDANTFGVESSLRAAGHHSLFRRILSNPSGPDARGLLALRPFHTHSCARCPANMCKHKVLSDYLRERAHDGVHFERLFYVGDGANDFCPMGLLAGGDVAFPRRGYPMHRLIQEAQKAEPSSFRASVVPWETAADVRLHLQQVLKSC
# Starred values were filed as active, the others as inactive; x = no result given.
# The first 6 compounds, ahead of the listing:
SMILES,NALP1 inh,GPR7 antag,OXTR agonist,MEKK2mut PB1 HTS,FID counter,MEKK3 PB1 HTS,PfM18AAP inh,MEKK2wt PB1 HTS,PHOSPHO1 inh
O=C(CCCCCn1c(=S)[nH]c2ccc(N3CCOCC3)cc2c1=O)NCc1ccc(Cl)cc1,-14,-10,-2.3,-3,0,99,2,99,-81
COc1cccc(-c2nnc(SCC(=O)N3CCOCC3)o2)c1,24,-12,0.6,0,-10,100,0,99,55
COCCSc1ccccc1C(=O)Nc1cccnc1,-4,-20,0.3,4,-4,100,1,102,6
Clc1ccccc1-c1ccc(/C=N/Nc2nncc(-c3ccccc3)n2)o1,26,-3,0.1,0,-6,97,-11,98,-10
Cc1cccc2c(CC(=O)O)noc12,27,8,0.1,-2,17,96,0,98,-3
CCN(CC)C(=O)C1CCN(S(=O)(=O)c2ccc(C3CNC(=O)C3)cc2)CC1 (stereo unspecified),15,-12,1.0,0,-5,98,-5,101,2

# The listing, repeating the preview:
SMILES,NALP1 inh,GPR7 antag,OXTR agonist,MEKK2mut PB1 HTS,FID counter,MEKK3 PB1 HTS,PfM18AAP inh,MEKK2wt PB1 HTS,PHOSPHO1 inh
O=C(CCCCCn1c(=S)[nH]c2ccc(N3CCOCC3)cc2c1=O)NCc1ccc(Cl)cc1,-14,-10,-2.3,-3,0,99,2,99,-81
COc1cccc(-c2nnc(SCC(=O)N3CCOCC3)o2)c1,24,-12,0.6,0,-10,100,0,99,55
COCCSc1ccccc1C(=O)Nc1cccnc1,-4,-20,0.3,4,-4,100,1,102,6
Clc1ccccc1-c1ccc(/C=N/Nc2nncc(-c3ccccc3)n2)o1,26,-3,0.1,0,-6,97,-11,98,-10
Cc1cccc2c(CC(=O)O)noc12,27,8,0.1,-2,17,96,0,98,-3
CCN(CC)C(=O)C1CCN(S(=O)(=O)c2ccc(C3CNC(=O)C3)cc2)CC1 (stereo unspecified),15,-12,1.0,0,-5,98,-5,101,2
COCc1cc(=O)[nH]c2cc(NC(=O)C(F)(F)F)c(C)cc12,-4,20,0.1,0,-2,99,4,99,58
CC(=O)Nc1ccc(S(=O)(=O)Nc2cc3c(cc2C(C)=O)OCO3)cc1,17,-3,5.3,-1,-6,103,0,103,36
O=C(CN1CCOc2ccccc21)NC1CC1,x,-5,1.3,0,0,99,21,102,x
COc1ccc(Cl)cc1NC(=O)NCCN1CCCCC1,-5,-1,2.7,3,13,103,3,106,-49
O=C(CCl)NCc1cc(-c2ccc(Cl)cc2)no1,-14,-19,-0.2,3,-2,104,1,104,46
CCN(CC)S(=O)(=O)c1ccc(S(=O)(=O)Nc2ccc3c(c2)oc2ccccc23)cc1,26,-3,5.3,-1,1,97,6,93,1
CC(/C=C/c1ccco1)=N\NC(=O)COc1ccc(C)c(C)c1,5,-7,-0.5,-6,-16,108,-8,93,24
COc1ccc(CCC(=O)NNC(=O)Nc2ccc(C(C)=O)cc2)cc1,12,-28,0.1,-2,-9,98,-4,96,43
CCOC(=O)c1c(C)nc2c(c1-c1ccccc1)C(=O)CCC2,-4,-2,-2.1,13,-4,103,-6,102,8
CN(CC(=O)Nc1cccnc1)S(=O)(=O)c1ccc(Br)cc1,22,-7,0.0,3,-7,100,-4,103,23
COc1cc(Cl)cc(NC(=O)CCN2CCN(C)CC2)c1,30,-6,0.4,-2,6,100,3,97,9
Cc1cc(=O)oc2cc(OCC(=O)c3ccc4c(c3)NC(=O)CO4)ccc12,14,-6,0.6,-6,7,98,0,95,36
COc1ccc(NC(=O)c2cn(CCC#N)nc2-c2cc3ccccc3o2)cc1,-5,-8,4.8,-4,-16,107,7,107,11
COc1ccccc1CN1CC(C(=O)N(C)CCCn2nc(C)cc2C)CCC1=O (stereo unspecified),-2,-11,0.2,9,-34,104,-11,108,28
COc1ccc(OCc2cc(C(=O)N3C[C@H]4CC[C@H]3C4)no2)c(Cl)c1,20,-9,0.7,3,-27,99,-4,102,-37
COC(=O)c1ccc(/C=N/n2cnnc2)cc1,9,-7,0.1,5,-1,111,-7,110,-23
CC(C(=O)c1ccc(-c2ccccc2)cc1)[n+]1ccccc1 (stereo unspecified),8,9,0.2,0,17,98,-5,102,21
Cn1cc([N+](=O)[O-])c(C(=O)Nc2cnn(Cc3ccc(F)cc3)c2)n1,21,-8,-0.1,0,-1,98,-8,94,2
Cc1ccc2cc(CN(Cc3ccco3)C(=S)NCC3CCCO3)c(=O)[nH]c2c1 (stereo unspecified),10,0,-1.1,-9,-22,98,-3,92,-17

# (further entries)
SMILES,NALP1 inh,GPR7 antag,OXTR agonist,MEKK2mut PB1 HTS,FID counter,MEKK3 PB1 HTS,PfM18AAP inh,MEKK2wt PB1 HTS,PHOSPHO1 inh
N#C/C(=N\O)c1nc2ccccc2s1,-6,-11,-0.1,-4,-5,104,-3,93,23
C=CCn1c(=O)c2ccccc2n2c(SCC(=O)NC(C)C)nnc12,-4,-11,x,-2,-5,100,-1,100,45
CCc1c(C)nc(SCc2ccccn2)[nH]c1=O,7,-8,-0.7,4,-4,102,-13,110,30
CCCNC(=O)c1nnsc1S(=O)c1ccc(Cl)cc1 (stereo unspecified),103*,16,x,-1,5,111,-284,107,-16
O=C(N/N=C/c1sc2ccccc2c1O)c1cccc2ccccc12,7,13,4.4,-2,-16,109,14,107,0
CCCCNC(=S)N1CCn2cccc2C1c1ccccc1 (stereo unspecified),12,-8,-1.4,3,2,103,-16,99,-33
O=C1c2ccccc2-c2cccnc21,4,-10,-0.2,2,-9,96,1,104,14
COc1ccccc1N(CC(=O)Nc1ccccc1C)S(C)(=O)=O,2,-3,-1.1,-1,-2,96,1,97,-1
CCSc1n[nH]c2nc3c(c(=O)n12)C1(CCCC1)Cc1ccccc1-3,-10,4,-0.3,x,-1,x,0,x,37
COc1ccc(C)cc1NC(=O)NC1CCN(Cc2ccccc2)CC1,15,3,4.1,3,17,96,-12,108,18
COc1ccc(-n2c(NC(=O)c3ccco3)c(C#N)c3nc4ccccc4nc32)cc1,-3,-2,-0.3,-7,-10,100,-8,84,-2
Cc1coc2cc3oc(=O)c(CCC(=O)NC4CC4)c(C)c3cc12,13,8,15,1,-28,100,-7,96,13
N#Cc1c(Cl)nc2c(c1C#N)CCCC2,3,-5,-0.5,2,4,99,-1,106,28
COc1ccc(C(=O)c2coc3ccc(O)c(CN(C)C)c23)cc1,-11,-12,0.6,1,3,92,3,93,-9
O=C(Nc1ccc(Br)cc1)N1CCCCCC1,17,-17,0.5,-3,-8,103,2,102,36
Cc1ccc(CNC(=O)C(=O)NCC2CCCO2)cc1 (stereo unspecified),-56,-12,-0.7,1,-2,104,5,101,-6
CSc1ccc(Cl)c(C(=O)NCc2ccco2)c1,24,-5,-1.5,0,-4,97,4,100,-12
CC(C)CN1C(=S)SC(C)(C)C1n1oc(=O)n(-c2ccccc2)c1=O (stereo unspecified),14,-4,-2.3,-6,-4,94,1,83,1
O=C(CC1CCCCC1)NCC1CCCO1 (stereo unspecified),-17,8,0.8,7,1,102,-3,112,-26
CCOC(=O)C1=C(C)NC(=O)NC1c1ccc([N+](=O)[O-])o1 (stereo unspecified),17,-9,0.4,-2,0,101,-5,102,2
O=C(O)c1cccc([N+](=O)[O-])c1C(=O)Nc1nc2ccccc2s1,1,-6,0.2,-4,13,95,-3,94,32
CC1(C)CC(=O)C=C(NCCN2CCN(C(=O)Nc3ccc(Cl)c(Cl)c3)CC2)C1,-1,-1,4.6,9,-10,103,1,107,-6
CC1(C(=O)OCC(=O)Nc2nc(-c3ccc(F)c(F)c3)cs2)CC1(Cl)Cl (stereo unspecified),23,7,0.2,-3,4,101,2,106,53
CCOC(=O)c1cc(-c2ccccc2)n(CCC(=O)N2CCN(c3ccccc3OC)CC2)c1C,24,2,-1.2,-2,-27,95,-3,93,-26
O=c1c2c3c(sc2nc2sc(CN4CCCCC4)cn12)CCCC3,32,-9,1.4,x,2,x,10,x,6

# (continued)
SMILES,NALP1 inh,GPR7 antag,OXTR agonist,MEKK2mut PB1 HTS,FID counter,MEKK3 PB1 HTS,PfM18AAP inh,MEKK2wt PB1 HTS,PHOSPHO1 inh
COc1cc(/C=N/NC(=O)c2cnn3c(C)cc(-c4ccccc4)nc23)ccc1O,-5,-17,-2.7,-2,-19,102,-9,97,47
CC(C)OC(=O)CSc1nnc(-c2ccccc2)n1N,-1,-4,-0.5,3,0,105,-6,102,23
O=C(CCCc1c[nH]c2ccccc12)Nc1ccc2ccccc2c1,32,-2,-1.3,-2,2,102,-8,98,21
CCOC(=O)n1c(=O)n(Cc2cccc(C)c2)c2ccccc21,-18,-10,-2.3,-14,-31,92,-6,79,-8
O=C1CSc2ccc(C(=O)Nc3cccc(S(=O)(=O)Nc4ccc(Br)cc4)c3)cc2N1,9,18,-0.8,-1,-11,100,21,95,12
CC1CCCCN1C(=O)CCS(=O)(=O)Cc1ccccc1 (stereo unspecified),7,-1,1.2,4,-7,101,-1,102,22
CC(NC(=S)Nc1c(Br)cccc1OC(F)F)C(C)(C)C (stereo unspecified),21,-7,1.5,-2,-10,93,-5,89,9
Cn1c(=O)c2c(ncn2CC(=O)OCC(=O)Nc2ccccc2)n(C)c1=O,-42,-3,0.9,-23,1,75,-13,69,51
Cc1cc(C(=O)NCCN2CCN(c3cccc(Cl)c3)CC2)n(-c2ccccc2)n1,16,12,1.2,12,-5,108,-7,124,-20
CC#CCN1c2ccccc2[C@]23C[C@@H](C(=O)OC)N(C(=O)c4ccc(Br)cc4)C2=NC(C(=O)OC)=C(C(=O)OC)[C@H]13,x,x,-1.9,1,x,109,x,100,x
C=CCn1c(=O)c2c(nc3n2CCCN3Cc2ccccc2)n(C)c1=O,-3,-6,1.4,3,-36,98,5,103,32
COc1ccc(-c2csc(NC(=O)c3nc(-c4ccccc4)oc3C)n2)cc1,9,-7,0.3,-7,-1,94,2,102,39
O=S(=O)(c1cnc(Cl)c(Br)c1)N1CCCCCC1,28,-8,-3.0,-2,2,101,1,98,-4
N#CCCn1c(-c2nonc2NC(=O)c2ccccc2Cl)nc2ccccc21,-4,-7,0.2,7,1,108,6,104,14
CSc1nc2[nH]ncc2c(=O)n1-c1ccccc1,30,-2,-0.6,-1,-2,101,61*,99,-8
O=C(N/N=C/c1cccc2cccnc12)c1ccccc1O,25,-4,0.3,11,-7,107,7,102,20
O=C1/C(=C/c2cccnc2)SC(=S)N1Nc1ccccc1,-2,2,0.1,4,-7,101,37*,100,-6
Cn1c(CNC(=O)c2cccs2)nnc1SCC(=O)Nc1ccc(Cl)cc1,-81,-3,0.4,7,-10,105,-11,101,-20
CCN1CCN(C(=S)Nc2cccc(C(F)(F)F)c2)CC1,40,-1,-0.3,-2,4,96,1,95,1
CCc1ccccc1NC(=O)C1=CC(c2cccs2)=NS(=O)(=O)N1C,1,1,-0.1,-2,-7,102,-1,101,39
C=CCN1/C(=C(\C#N)C2=NS(=O)(=O)c3ccccc32)N(C)c2ccccc21,18,-5,2.4,4,-10,98,5,100,-14
O=C(NCc1ccccc1F)C1CCCN1C(=O)Nc1ccc(Cl)cc1 (stereo unspecified),26,-10,-1.2,5,-5,104,-8,103,15
CC(C)C(NC(=O)c1ccccc1F)C(=O)Nc1nccs1 (stereo unspecified),7,-4,-0.2,1,-6,101,-3,102,21
CCOc1ccc(NC(=O)CSc2nnc(Cn3c(=O)sc4ccccc43)n2C)cc1,-61,0,-0.6,1,-9,100,1,97,12
CNC(=S)SCCOc1ccccc1,-8,-12,0.0,7,0,106,-1,107,16
COC1=C(N)C(=O)c2nc(-c3nc(C(=O)O)c(C)c(-c4ccc(OC)c(OC)c4O)c3N)ccc2C1=O,46,-13,0.9,2,-27,99,19,95,-4
CCC(C)(C)NC(=O)CN(Cc1ccccc1)C(=O)CCC(=O)Nc1nccs1,6,-1,-0.9,0,-36,96,0,97,31
COc1cccc(-c2cc(C(F)(F)F)nc(N3CCOCC3)n2)c1,12,-13,-2.2,-3,-2,103,-24,96,46
CC(=O)c1ccc(OCC(O)CN2CCOCC2)cc1 (stereo unspecified),-26,-4,0.9,7,2,108,-1,109,-26
